Assay outcomes from PubChem.
hgDAF-12 ag = H. glycines DAF-12 receptor agonists, primary screen, cell-based, luminescence, HEK293, GAL4 fusion, UAS-luciferase; AID 687014, 2013; activation, % at 6.8 µM; hit rate 1.8% among 370,000; HEK293 GAL4-hgDAF12 UAS-luciferase reporter, agonist luminescence; normalized to butyrate control; Nuclear hormone receptor DAF-12 (Heterodera glycines), GAL4 fusion;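 active = activation above a cutoff set at the mean of all screened compounds plus 3 SD, cut at about 10% in these data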;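 also: 0% = DMSO wells and 100% = sodium butyrate wells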
DAX1 inh-1 = DAX1 (NR0B1) inhibitors, primary screen, cell-based, HEK293, Gal4-DAX1, luciferase luminescence; hit rate 0.99% among 340,000; HEK293 Gal4-DAX1 luciferase reporter; AID 504766, 2011; inhibition, % at 6.75 µM;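 active = inhibition above the mean over all tested compounds plus 3 SD, cut at about 4.2% in these data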;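 also: 0% = DAX1-transfected cells with DMSO and 100% = empty-vector control cells with DMSO; inhibition shows as a rise in luminescence from relieved DAX1 repression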
Target sequence (P51843 207-470 limits assumed): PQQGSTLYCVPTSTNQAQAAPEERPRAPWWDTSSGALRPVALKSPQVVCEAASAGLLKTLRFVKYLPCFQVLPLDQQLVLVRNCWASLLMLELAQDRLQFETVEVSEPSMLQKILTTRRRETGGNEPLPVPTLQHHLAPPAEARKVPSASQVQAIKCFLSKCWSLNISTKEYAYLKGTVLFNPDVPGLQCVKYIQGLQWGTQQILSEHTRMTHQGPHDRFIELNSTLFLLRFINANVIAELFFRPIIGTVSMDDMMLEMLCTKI
SMARCA2 activ = SMARCA2 (BRM) function activators, primary screen, cell-based, luminescence, high throughput | MG213 cells, MMTV-luciferase reporter, dexamethasone, overnight | activation, % at 9.1 µM | hit rate 1% among 370,000 | AID 652017, 2013; in the data active = activation above about 7.8%;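 also: 0% = vehicle wells and 100% = reference activator wells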
NPR1 activator = GC-A stimulated cGMP production enhancers – HEK293 GC-A cells, cGMP TR-FRET, EC30 ANP, primary screen. Atrial natriuretic peptide receptor 1 (Homo sapiens), P16066. 0% at EC30 ANP, 100% saturating ANP. activation, % at 10 µM. hit rate 0.14% among 370,000; in the data active = activation above about 40%
ADAM10 inh = human ADAM10 inhibitors, primary screen, biochemical, QFRET, HTS; inhibition, % at 7 µM; recombinant ADAM10, EDANS/DABCYL FRET peptide cleavage, 3 h; hit rate 0.62% among 370,000; Disintegrin and metalloproteinase domain-containing protein 10 (Homo sapiens), O14672;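 active = inhibition above a per-campaign cutoff equal to the mean of compounds falling between control-based bounds plus 3 SD, cut at about 20% in these data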;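 also: 0% = DMSO wells while the 100% control is not disclosed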
Target sequence (O14672 214-748 limits assumed): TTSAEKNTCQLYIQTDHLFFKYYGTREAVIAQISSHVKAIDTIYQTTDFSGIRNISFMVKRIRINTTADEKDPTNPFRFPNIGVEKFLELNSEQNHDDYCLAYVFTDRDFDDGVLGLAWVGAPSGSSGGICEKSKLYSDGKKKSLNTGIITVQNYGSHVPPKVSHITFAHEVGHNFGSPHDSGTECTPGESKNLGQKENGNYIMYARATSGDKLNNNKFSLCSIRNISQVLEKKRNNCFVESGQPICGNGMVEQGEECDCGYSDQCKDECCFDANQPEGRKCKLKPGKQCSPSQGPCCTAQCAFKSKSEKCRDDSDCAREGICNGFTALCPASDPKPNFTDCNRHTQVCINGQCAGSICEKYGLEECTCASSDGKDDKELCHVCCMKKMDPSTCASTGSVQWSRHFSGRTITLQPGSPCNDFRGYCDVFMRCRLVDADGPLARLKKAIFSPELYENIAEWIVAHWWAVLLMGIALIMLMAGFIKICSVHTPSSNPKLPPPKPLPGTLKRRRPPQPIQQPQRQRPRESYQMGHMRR
ADAM17 inh = ADAM17 inhibitors, primary screen, biochemical, QFRET; inhibition, % at 6.95 µM; hit rate 0.83% among 370,000; recombinant ADAM17, EDANS/DABCYL FRET peptide cleavage; Disintegrin and metalloproteinase domain-containing protein 17 (Homo sapiens), P78536; AID 720648, 2013;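 active = inhibition above the mean of compounds lying between control limits plus 3 SD, set per campaign, cut at about 8.5% in these data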;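 also: 0% = DMSO-only wells as the low control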
PG9 binder = binders of HIV-1 gp120 antibody PG9, primary screen, biochemical, TR-FRET; HIV-1 gp120 / PG9 antibody interaction; TR-FRET gp120-PG9 antibody binding; inhibition, % at 6.7 µM; hit rate 0.43% among 360,000; AID 624416, 2012; in the data active = inhibition above about 8.5%
hcDAF-12 act = H. contortus DAF-12 nuclear receptor activators, primary screen, cell-based, luminescence, HEK293, lit1-tk-luc reporter. hit rate 1.4% among 370,000. activation, % at 6.8 µM. HEK293 hcDAF-12 lit1-tk-luc reporter; 0% DMSO, 100% Δ7-dafachronic acid;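 active = activation above the mean of all tested compounds plus 3 SD, cut at about 5.5% in these data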;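 also: 100% = response to 3 µM Δ7-dafachronic acid high control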
FXN GAA850 act = FXN promoter activators, primary screen, cell-based, luciferase luminescence, HEK293 lucGAA850 | activation, % at 6 µM | hit rate 0.56% among 360,000 | HEK293 lucGAA850 FXN promoter luciferase reporter, 24 h; percent of 10 µM SAHA response | AID 540364, 2011;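 active = activation above the average of all compounds screened plus 3 SD, cutoff fixed separately per campaign, cut at about 7.5% in these data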;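 also: 0% = DMSO wells and 100% = 10 µM SAHA wells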
ssDAF-12 act = S. stercoralis DAF-12 nuclear receptor activators, primary screen, cell-based, luminescence, HEK293, GRIP1 co-expression, lit1-tk-luc | HEK293 ssDAF-12/GRIP1 lit1-tk-luc reporter; % of 3 µM dafachronic acid response | activation, % at 6.8 µM | hit rate 1% among 370,000 | AID 652126, 2013;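 active = activation above the mean over all tested compounds plus 3 SD, cut at about 0.9% in these data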;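 also: 0% = DMSO-only wells and 100% = 3 µM delta7-dafachronic acid wells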
DAX1 inh-2 = DAX1 (NR0B1) inhibitors on StAR promoter, primary screen, cell-based, luminescence, SF-1 (NR5A1), full-length DAX-1 | HEK293T StAR-luciferase reporter, SF-1/DAX-1 repression relief | inhibition, % at 6.8 µM | hit rate 1.1% among 370,000 | AID 652010, 2013;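 active = inhibition above the mean over all tested compounds plus 3 SD, cut at about 3.6% in these data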;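 also: 0% = DAX-1 cells with DMSO and 100% = cells lacking DAX-1 with DMSO; higher inhibition means more luminescence from relief of DAX-1 repression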
Active calls of the source: *; x = no result given. No enrichment for hits; overall some 6.8% were active at least once.

| molecule | DAX1 inh-1 | ADAM17 inh | ssDAF-12 act | SMARCA2 activ | hgDAF-12 ag | FXN GAA850 act | PG9 binder | NPR1 activator | DAX1 inh-2 | ADAM10 inh | hcDAF-12 act |
| --- | --- | --- | --- | --- | --- | --- | --- | --- | --- | --- | --- |
| OCCC1CN(Cc2ccccc2-c2ccco2)CCN1Cc1ccsc1 (centres undefined) | -0.7 | -2 | -1.0 | 3 | -0.8 | 0.9 | 0.3 | -3 | 0.1 | -2 | -1.5 |
| Cc1cccc(CCNS(=O)(=O)c2cc3c(cc2C)NC(=O)CO3)c1 | -0.5 | -2 | -1.6 | -2 | -2.4 | -0.7 | 0.7 | -7 | -0.4 | -3 | -3.0 |
| Cc1cc(SCC(=O)c2cc(C)n(C)c2C)nc2ccccc12 | 0.9 | 5 | -0.1 | -2 | 1.0 | 2.1 | 0.6 | 4 | -0.5 | 0 | -0.5 |
| C/C(=N/NC(=O)CNC(=O)C1COc2ccccc2O1)c1cccc(O)c1 (centres undefined) | 0.0 | -3 | -1.3 | -1 | -0.8 | 1.1 | 0.3 | -5 | -1.0 | -4 | -0.4 |
| Cc1nccn1S(=O)(=O)c1ccc(Br)cc1Br | 0.3 | 2 | -0.9 | 3 | -0.1 | -0.9 | -1.1 | 2 | 0.1 | 9 | 1.0 |
| CCN(CC)c1ccc(-c2sc(Nc3ccccc3)n[n+]2-c2ccc(F)cc2)cc1 | -0.4 | 4 | 0.1 | -1 | 3.7 | -1.7 | 5.6 | -3 | -0.7 | -6 | 1.6 |
| COCCCNc1ccn2nc(-c3cccc(Cl)c3)cc2n1 | x | -66 | 0.5 | 3 | 21* | 2.5 | 0.7 | 5 | 5.3* | -217 | 8.5* |
| COc1ccc(-c2[nH]nc3c2C(c2ccncc2)C(C#N)=C(N)O3)cc1 (centres undefined) | -1.3 | -11 | -0.9 | -1 | -0.3 | -1.1 | 1.0 | 2 | -0.6 | -6 | 0.1 |
| Cn1c(N2CCCCC2)cc(=O)n(C)c1=O | 1.2 | -2 | -0.6 | 1 | 0.0 | -0.5 | -2.3 | -1 | -0.2 | 2 | -0.8 |
| Nc1nnc(-c2cn(-c3ccccc3)nc2-c2ccccc2)o1 | 0.2 | -3 | -1.5 | -2 | -1.4 | 4.3 | -0.4 | 5 | -0.1 | -7 | -1.7 |
| CSc1nc(NC(C)(C)C)nc(N2CCOCC2)n1 | 1.0 | -1 | -1.3 | -1 | -1.8 | 2.6 | 0.3 | -1 | 0.6 | -1 | -1.3 |
| CC(C)(Cc1ccc(O)cc1)NC(=O)CC(=O)N/N=C/c1ccc(Cl)cc1 | 0.0 | 0 | -1.1 | -1 | 1.7 | -1.8 | -0.4 | -9 | -0.4 | 3 | -1.5 |
| Cc1cc(C(=O)CS(=O)(=O)c2ccccc2)cc(C)c1O | 0.3 | -1 | -0.2 | 3 | 3.7 | 2.1 | 0.1 | 3 | 0.8 | -5 | 2.7 |
| COc1ccc(CCNC(=O)COc2ccc(S(=O)(=O)N3CCOCC3)cc2C)cc1 | -0.6 | 0 | -0.4 | 1 | 0.6 | 2.2 | -2.4 | -3 | -0.3 | 2 | -0.1 |
| CC(=O)c1cccc(NC(=O)COC(=O)COc2ccccc2C)c1 | -0.4 | 1 | -0.9 | 1 | -1.8 | 0.1 | -1.4 | 0 | 0.1 | -2 | -1.2 |
| COC(=O)c1c(C)nn(-c2ccccc2)c1N | -0.2 | 1 | -1.6 | -2 | 1.3 | 0.6 | -0.9 | 0 | 0.2 | -2 | 0.1 |
| CN1C(=O)c2cc(NC(=O)Nc3ccccc3)ccc2OC[C@H]2O[C@@H](CC(=O)Nc3cc(F)ccc3F)CC[C@@H]21 | x | -3 | -0.6 | -2 | 3.0 | x | x | 2 | 0.1 | 4 | -5.5 |
| CCOC(=O)c1c(C)c(/C=N/Nc2ccccc2)n(C)c1C | -0.7 | -4 | -1.2 | -1 | 1.6 | 2.4 | 0.2 | 4 | -1.3 | -5 | -2.1 |
| CC(=O)Nc1ccc(NC(=O)C(C)OC(=O)CSc2ccc(Br)cc2C)cc1 (centres undefined) | 1.4 | 0 | -0.8 | -2 | 0.4 | 1.1 | -1.3 | -4 | -0.6 | -3 | -0.2 |
| Cc1ccccc1N1C(=O)c2cc(S(N)(=O)=O)c(Cl)cc2NC1C (centres undefined) | 0.1 | -88 | -1.1 | 1 | 1.6 | -1.4 | -0.2 | 1 | -0.9 | -255 | -1.8 |
| CC(C)CC(NC(=O)c1cccs1)c1nnc(SCc2ccc(Cl)c(Cl)c2)n1C (centres undefined) | -2.2 | 5 | -1.4 | -3 | -4.6 | -5.5 | -0.4 | -15 | -0.1 | 14 | -3.2 |
| c1ccc(C2=NN(c3ccccc3)CC2)cc1 | 4.3* | -62 | 0.7 | 5 | 11* | 7.7* | -0.3 | 5 | 2.0 | -209 | 6.7* |
| O=C(O)C[C@H]1c2cc(F)ccc2S(=O)(=O)N1Cc1ccccc1 | 0.8 | 0 | -1.2 | 0 | 2.6 | 2.4 | -1.5 | -2 | -0.1 | -4 | -0.3 |
| O=C(NC1CCCCN(Cc2cccc(C(F)(F)F)c2)C1=O)c1ccc(-c2ccccc2)cc1 (centres undefined) | x | -7 | -1.5 | -3 | -0.8 | x | x | -2 | -1.6 | -5 | -2.6 |
| O=C(COc1ccc2ccccc2c1)NCCn1ccc2ccccc21 | -1.2 | 5 | -1.1 | -1 | -0.7 | -0.2 | 0.8 | -2 | -0.2 | 2 | 1.7 |
| COc1ccc(S(=O)(=O)N2CCN(C(=O)c3cc(C4CC4)nn3-c3ccccc3)CC2)cc1OC | 1.6 | -4 | -0.2 | 0 | -1.2 | 0.1 | 0.0 | -14 | 0.6 | -1 | -0.6 |
| O=[N+]([O-])c1cccc(-c2nnc(-c3ccccc3F)o2)c1 | 3.0 | 1 | 0.2 | 7 | 6.5 | 1.3 | -2.5 | -1 | 0.2 | 10 | 4.7 |
| CCc1nc2c(OCc3ccc(OC(F)F)cc3)cccn2c1N(C)C(=O)c1cccs1 | x | 3 | -1.3 | -6 | -2.0 | -0.6 | -1.7 | 0 | -2.3 | 3 | -2.2 |
| CC(C)c1cc(C(=O)N/N=C/c2ccoc2)cs1 | -0.4 | 0 | -0.8 | -2 | -1.0 | -1.8 | 0.8 | 1 | 0.3 | -7 | -2.3 |
| CCOc1cc(S(=O)(=O)NCc2cccs2)ccc1Cl | 0.0 | 2 | -0.9 | 1 | -1.5 | 1.3 | 0.5 | 0 | -0.6 | 9 | -1.5 |
| CCOc1ccc2[nH]c(=O)c(CN(Cc3nnnn3Cc3ccco3)C3CCCCC3)cc2c1 | 0.7 | -34 | -0.8 | 4 | 1.9 | 1.2 | -2.8 | -5 | -0.3 | -95 | -0.4 |
| CCOC(=O)COc1ccc(S(=O)(=O)N2CCN(C(=O)OCC)CC2)cc1 | -0.6 | 0 | -1.1 | -3 | -1.5 | -0.7 | 0.1 | 0 | 0.1 | 2 | 2.8 |
| Cc1ccc2c(c1)N(CC(=O)N1CCN(c3ccccc3)CC1)C(=O)C(C)O2 (centres undefined) | -0.8 | -3 | -1.1 | -1 | 1.5 | -0.7 | 1.1 | 1 | -0.3 | -4 | -0.7 |
| COc1cccc(OC(C)c2ccnc3nc(/N=C/N(C)C)nn23)c1 (centres undefined) | 0.4 | -20 | -1.8 | 1 | 0.7 | 1.1 | 1.8 | 1 | -0.4 | -47 | -1.1 |
| c1ccc(CCn2nnnc2CN2CCCc3ccccc32)cc1 | 0.3 | -14 | 0.3 | -4 | 0.9 | 2.1 | 0.9 | 1 | -0.3 | -28 | 5.8* |
| O=C(CCN1C(=O)/C(=C/c2ccc(F)cc2)SC1=S)NC1C=CS(=O)(=O)C1 (centres undefined) | -0.1 | -3 | -1.2 | 0 | 1.0 | 1.1 | -1.2 | -5 | -0.3 | 1 | -2.7 |
| CC(C)CN(CCOc1cccc(N2C(=O)C3=C(CCCC3)C2=O)c1)CC(C)C | 0.8 | 2 | -1.1 | 0 | 3.9 | 0.5 | -0.1 | -1 | 0.9 | 2 | 0.0 |
| CCOC(=O)c1ccc(Nc2cc(C)nc(N3CCOCC3)n2)cc1 | -0.8 | -7 | -1.2 | 0 | -0.9 | 0.2 | -2.3 | 3 | -0.4 | -29 | -2.0 |
| CC(=O)N1CCSc2ccc(S(=O)(=O)NCCc3cccc(C)c3)cc21 | -0.8 | 3 | -2.1 | -5 | -1.8 | -1.2 | -1.3 | 1 | -5.3 | 6 | -1.7 |
| COc1ccc(/C=N/Nc2nc(C)cc(-c3ccccc3)n2)cc1OC | -2.5 | 5 | -1.7 | -3 | -2.8 | 0.1 | -2.2 | 5 | -1.0 | 8 | -3.6 |
| O=C(COC(=O)CCNS(=O)(=O)c1ccc2c(c1)OCCO2)NC1CCCc2ccccc21 (centres undefined) | 3.4 | -2 | -1.3 | 0 | 1.3 | -1.0 | -0.9 | -7 | -0.3 | -11 | -1.8 |
| COc1ccc(-c2nn(C)c(=O)c3ccccc23)cc1NC(=O)Cn1nc(C)c2ccccc2c1=O | -0.1 | -5 | -2.2 | -1 | -7.6 | 0.3 | 0.6 | 8 | -0.4 | 2 | -3.5 |
| O=C1CCc2cc(S(=O)(=O)Nc3cccc(F)c3)cc3c2N1CC3 | -0.3 | -3 | -1.1 | -2 | -3.2 | 1.0 | 1.4 | -6 | -0.9 | 2 | -0.9 |
| CC(=O)c1cccc(NC(=O)c2ccc(C)c(S(=O)(=O)N3CCOCC3)c2)c1 | -1.5 | -4 | -1.2 | -4 | 2.0 | -1.6 | 0.4 | 3 | -0.2 | 3 | 0.4 |
| COc1cc([N+](=O)[O-])c(C)cc1NC(=O)c1ccc(OC)c(OC)c1 | 1.3 | -5 | -1.0 | -2 | 3.1 | 0.6 | 0.4 | 6 | -1.8 | -7 | -1.9 |
| O=[N+]([O-])c1cccc(-c2ccc(/C=N/NC(=S)Nc3ccccc3)o2)c1 | -0.6 | 1 | -0.8 | -1 | 4.3 | -1.6 | 0.1 | -3 | -1.3 | 6 | 0.7 |
| COc1cc(C(=O)OCC(=O)NCC2CCCCC2)ccc1OCC(C)C | -0.6 | -3 | -0.8 | -2 | 3.4 | 1.4 | 0.7 | 3 | 0.5 | -9 | -2.0 |
